CHT inh = inhibitors of human choline transporter CHT; B-score at 10 µM; 0.86% of 310,000 active; High affinity choline transporter 1 (Homo sapiens), Q9GZV3; CHT-expressing cells, membrane potential dye, choline response; stronger effect = lower value; AID 488975, 2010;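 active = B-score over 3 SD under the library average, and starting fluorescence ratio not unusually high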;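 also: choline stimulus applied at its EC90 after an EC20 pre-addition; B-score computed on integrated fluorescence ratio after choline addition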
Target sequence (Q9GZV3 whole entry, looked up): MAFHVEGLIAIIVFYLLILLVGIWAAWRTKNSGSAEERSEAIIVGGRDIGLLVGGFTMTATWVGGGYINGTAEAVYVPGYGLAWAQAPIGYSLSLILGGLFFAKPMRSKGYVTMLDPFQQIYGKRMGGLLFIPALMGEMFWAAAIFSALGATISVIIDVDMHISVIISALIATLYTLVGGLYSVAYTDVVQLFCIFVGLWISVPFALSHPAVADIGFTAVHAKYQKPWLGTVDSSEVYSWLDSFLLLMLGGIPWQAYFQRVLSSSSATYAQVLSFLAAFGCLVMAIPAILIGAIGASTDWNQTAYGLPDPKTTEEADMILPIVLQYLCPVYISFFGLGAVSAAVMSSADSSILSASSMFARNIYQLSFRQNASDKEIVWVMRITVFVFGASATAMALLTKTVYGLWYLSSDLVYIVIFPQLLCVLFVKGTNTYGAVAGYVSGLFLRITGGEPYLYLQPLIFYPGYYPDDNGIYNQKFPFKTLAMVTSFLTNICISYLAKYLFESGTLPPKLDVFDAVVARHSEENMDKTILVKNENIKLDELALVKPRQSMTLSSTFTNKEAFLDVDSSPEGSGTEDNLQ
KCNQ2 inh = KCNQ2 potassium channel inhibitors, primary screen, cell-based, CHO-K1, FluxOR thallium flux, B-score (AID 2156) | Potassium voltage-gated channel subfamily KQT member 2 (Rattus norvegicus), O88943 | 20 min; stronger effect = lower value | B-score at 10 µM | 1.1% of 310,000 active;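 active = fluorescence ratio B-score at most minus 3 library SDs, with starting brightness B-score within 2 library SDs, cut at about -5.5 in these data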
* marks the source's active call; other numbers are inactive results; i = inactive; / = no result given.

The opening 16 compounds as a preview:
SMILES	CHT inh	KCNQ2 inh
O=S(=O)(c1ccc(F)cc1)N1CCN(c2ccccn2)CC1	i	i
Cn1cccc1C(C#N)(CC#N)c1cccc(F)c1C#N (configuration not stated)	i	i
C=CCOc1nc(N2CCCC2)nc(N2CCCC2)n1	i	i
CCn1cc(S(=O)(=O)Nc2cc(F)ccc2C)cn1	i	i
O=C(c1cc(COc2cccc3cnccc23)on1)N1CCC(c2ccccc2Cl)C1 (configuration not stated)	i	i
COc1ccc(-c2nnn(Cc3ccccc3)n2)cc1	i	i
Cc1cc(NC(=O)NC2(C(F)(F)F)Oc3ccc(Cl)cc3O2)no1 (configuration not stated)	i	i
O=C(NCc1ccc2c(c1)OCO2)C1CCCN1S(=O)(=O)c1ccc(F)cc1 (configuration not stated)	i	i
COc1cccc(/C=N/NC(=O)C(c2ccncc2)N2CCOCC2)c1 (configuration not stated)	i	i
COCCNC(=O)c1ccccc1NC(=O)C1COc2ccccc2O1 (configuration not stated)	i	i
COc1ccccc1NC(=S)NC(=O)CC(C)C	i	i
NC(=O)c1ccsc1NC(=O)c1nc(-c2ccccc2)n(-c2ccccc2)n1	i	i
O=C(NCC1CCCN1S(=O)(=O)c1cccs1)c1ccc(Cl)cc1 (configuration not stated)	i	i
CC(=O)N1CCN(CC(O)COc2ccc(Br)cc2)CC1 (configuration not stated)	i	i
CCn1c(SCC(=O)NCC2CCCO2)nc2cc(S(=O)(=O)N3CCCCC3)ccc21 (configuration not stated)	i	i
C/C(=N\NC(=O)Cc1ccc(Cl)cc1)c1ccc(F)cc1	i	i

The listing, from the start:
SMILES	CHT inh	KCNQ2 inh
O=S(=O)(c1ccc(F)cc1)N1CCN(c2ccccn2)CC1	i	i
Cn1cccc1C(C#N)(CC#N)c1cccc(F)c1C#N (configuration not stated)	i	i
C=CCOc1nc(N2CCCC2)nc(N2CCCC2)n1	i	i
CCn1cc(S(=O)(=O)Nc2cc(F)ccc2C)cn1	i	i
O=C(c1cc(COc2cccc3cnccc23)on1)N1CCC(c2ccccc2Cl)C1 (configuration not stated)	i	i
COc1ccc(-c2nnn(Cc3ccccc3)n2)cc1	i	i
Cc1cc(NC(=O)NC2(C(F)(F)F)Oc3ccc(Cl)cc3O2)no1 (configuration not stated)	i	i
O=C(NCc1ccc2c(c1)OCO2)C1CCCN1S(=O)(=O)c1ccc(F)cc1 (configuration not stated)	i	i
COc1cccc(/C=N/NC(=O)C(c2ccncc2)N2CCOCC2)c1 (configuration not stated)	i	i
COCCNC(=O)c1ccccc1NC(=O)C1COc2ccccc2O1 (configuration not stated)	i	i
COc1ccccc1NC(=S)NC(=O)CC(C)C	i	i
NC(=O)c1ccsc1NC(=O)c1nc(-c2ccccc2)n(-c2ccccc2)n1	i	i
O=C(NCC1CCCN1S(=O)(=O)c1cccs1)c1ccc(Cl)cc1 (configuration not stated)	i	i
CC(=O)N1CCN(CC(O)COc2ccc(Br)cc2)CC1 (configuration not stated)	i	i
CCn1c(SCC(=O)NCC2CCCO2)nc2cc(S(=O)(=O)N3CCCCC3)ccc21 (configuration not stated)	i	i
C/C(=N\NC(=O)Cc1ccc(Cl)cc1)c1ccc(F)cc1	i	i
COc1ccc(S(=O)(=O)N2CCC(C(=O)NC3CC(C)(C)NC(C)(C)C3)CC2)cc1	i	i
CCCCC(=O)Nc1ncc(Br)s1	i	i
COc1cc(-c2nnc3sc(Cc4ccc(Cl)cc4)nn23)cc(OC)c1OC	i	i
COc1ccc(-c2noc(CSc3nc4ccccc4c(=O)n3-c3ccc(C)cc3)n2)cc1	i	-5.74*
CCc1nnc(NC(=O)CSc2nnc(C3CCCCC3)n2-c2cccc(Cl)c2)s1	i	i
O=C(CN1CCC(O)(c2ccc(F)cc2)CC1)NCc1ccc(F)cc1	i	i
Cc1cc([N+](=O)[O-])ccc1NCc1ccco1	i	i
CNc1nc(Nc2ccccc2)nc(OCC(F)(F)F)n1	i	i
Cc1cc(NC(=O)COC(=O)C2CC(=O)N(c3cccc(C)c3C)C2)no1 (configuration not stated)	i	i
CS/C(N)=N/S(=O)(=O)c1ccc(NC(C)=O)cc1	i	i
CCc1ccc(-c2ccc(C(=O)O)cc2)nc1	i	i
O=C(CN1C(=O)c2ccccc2S1(=O)=O)Nc1ccccn1	i	i
CN(CC(=O)Nc1ccc(F)c(F)c1)S(=O)(=O)c1cccc2nsnc12	i	i
Cc1nc2cc(C(=O)OCC(=O)NC(C)C(C)C)ccc2n1-c1ccccc1 (configuration not stated)	i	i
COc1ccc2c(c1)sc(=NC(=O)CS(=O)(=O)c1ccc(F)cc1)n2C	i	i
Cn1c(-c2ccc(F)cc2)cnc1SCC(=O)NCc1ccco1	i	i
O=C(COC(=O)CCC1CCCC1)Nc1nc2c(F)c(F)c(F)cc2s1	i	i
COc1cc(OC)cc(-n2nnnc2SCC(=O)NCc2ccc3c(c2)OCO3)c1	i	i
CC(NC(=O)C(=O)NN=C1CCC(C(C)(C)C)CC1)c1ccccc1 (configuration not stated)	i	i
Cc1nc2ncnn2c(N2CCN(c3cccc(C(F)(F)F)c3)CC2)c1C	i	i
COc1cc(CC(=O)Nc2nc(-c3ccc(F)c(F)c3)cs2)cc(OC)c1OC	i	i
COc1ccc(CCNC(=O)C2CCN(C(=O)c3cccs3)CC2)cc1	i	i
O=[N+]([O-])c1ccc(Oc2ccc(S(=O)(=O)N3CCOCC3)cn2)cc1	i	i
O=C(Cc1ccc([N+](=O)[O-])cc1)Nc1ccc2c(c1)OCO2	i	i
Cc1ccc(CN2CCN(Cc3ccon3)CC2CCO)cc1 (configuration not stated)	i	i
CCOc1ccc(OCc2ccc(C(=O)N3CCCC(C)C3)cc2)cc1 (configuration not stated)	i	i
COc1cc(NC(=S)N2CCN(c3ccccn3)CC2)c(OC)cc1Cl	i	i
Cc1cccc(CCNC(=O)C2CCN(S(=O)(=O)N3CCOCC3)CC2)c1	i	i
O=C(NNC(=O)C1CCCCC1)c1cnccn1	i	i
O=C(NCCNC(=O)c1ccccc1F)c1ccccn1	i	i
COc1ccc(CNC(=O)CN2C(=O)NC(C)(c3cccc(Br)c3)C2=O)cc1 (configuration not stated)	i	i
Cc1cccc(NC(=O)CCCc2ccccc2)c1	i	i
CC(CC(=O)NCCc1ccc(S(N)(=O)=O)cc1)c1ccccc1 (configuration not stated)	i	i
O=C(NC(=O)c1ccccc1O)c1ccc2c(c1)CCO2	i	i

Other entries follow:
SMILES	CHT inh	KCNQ2 inh
COC(C(=O)Nc1ccc(C(N)=O)cc1)c1ccccc1 (configuration not stated)	i	i
O=C1CCC([N+](=O)[O-])C(c2cccc([N+](=O)[O-])c2)N1 (configuration not stated)	i	i
C=CCN1CC(O)=C(c2ccccc2)C1=N	i	i
O=C(O)C1CCCCN1S(=O)(=O)c1cccc2nsnc12 (configuration not stated)	i	i
CCOC(=O)c1c(NC(=O)COC(=O)c2nccnc2N)sc(C(=O)N(C)C)c1C	i	i
CNS(=O)(=O)c1ccc(NC(=O)c2ccccn2)cc1	i	i
Cc1ccc(/C=C2/C(=N)N3N=C(CC(=O)N4CCCC4)SC3=NC2=O)o1	i	i
N#C/C(=C\C=C\c1ccccc1)C(=O)NCc1cccnc1	i	i
Cc1ccc(S(=O)(=O)N2CCCC(c3nnc4n3-c3ccccc3SC4)C2)cc1 (configuration not stated)	i	i
C[n+]1cccc(/C=N/NC(=O)CC23CC4CC(CC(C4)C2)C3)c1	i	i
Oc1ccc(Br)cc1/C=N/NC(=S)NCCc1ccccc1	i	i
CC(C)(C)c1csc(NC(=O)c2ccc(Br)o2)n1	i	i
Cc1c2c(n3c(nc4ccccc43)c1C#N)N(CCN(C)C)CC2	i	i
Cc1ccc(/C=C/C(=O)OCC(=O)Nc2cccc(S(=O)(=O)N(C)C)c2)o1	i	i
Cc1cccc(N(C(=O)c2csnn2)C(C(=O)NC(C)(C)C)c2ccncc2)c1 (configuration not stated)	i	i
CC(C)Nc1nc(SCC(=O)Nc2ccccc2)nc(N2CCOCC2)n1	i	i
Cc1nnc(Sc2nc3c(c(=O)n(C)c(=O)n3C)n2Cc2ccc(Cl)cc2)s1	i	i
CC(C)NC(=O)c1ccc2c(c1)N(Cc1ccccc1)C(=O)C(C)(C)O2	i	i
O=C(Nc1ccc(N2CCOCC2)cc1Cl)C1CCN(C(=O)OCc2ccccc2)CC1	i	i
Cn1c(=O)[nH]c(=O)c2c1nc(SCCO)n2CC(O)COc1ccccc1 (configuration not stated)	i	i
COc1cccc(/C=C2\SC(=O)N(CCC(=O)NCCCn3ccnc3)C2=O)c1	i	i
Cc1cc2cc(C)c(NCCNC(=O)c3ccccc3F)nc2cc1C	i	i
O=C(CNC(=O)c1ccc(Cl)cc1)N/N=C/C=C/c1ccccc1	i	i
O=C(NCc1ccccc1)C1CCCN(S(=O)(=O)c2ccc(-n3cnnn3)cc2)C1 (configuration not stated)	i	i
CC(C)N1CC23C=CC(O2)C(C(=O)OCc2ccccc2)C3C1=O (configuration not stated)	i	i
COc1ccc(C2OC(=O)CC2C(=O)NCc2ccc(Cl)cc2)cc1OC (configuration not stated)	i	i
Cc1c(Cl)cccc1-n1c(SCC(=O)N(C)Cc2ccccc2)nnc1-c1ccncc1	i	i
C=C(C)C1CC=C(C)/C(=N/NC(=O)c2cccc([N+](=O)[O-])c2)C1 (configuration not stated)	i	i
Cn1c(=O)c2c(nc(N3CCc4ccccc4C3)n2C)n(C)c1=O	i	i
CCCN1CCC(NC(=O)Cc2ccccc2OC)CC1	i	i
O=C(CSc1nc(N2CCCCC2)nc(N2CCCCC2)n1)c1ccccc1	i	i
c1ccc(N2N=C(c3cccs3)CC2c2ccco2)cc1 (configuration not stated)	i	/
NC(=O)C1CCN(C2CC(=O)N(c3cccc(F)c3)C2=O)CC1 (configuration not stated)	i	i
Cc1ccc(C(=O)NCC(=O)N2CCC(Cc3ccccc3)CC2)cc1	-5.25*	i
NC(=O)c1ccc(N2CCN(c3ccc(O)cc3)CC2)c([N+](=O)[O-])c1	i	i
O=C1c2ccccc2NC(c2ccccc2O)N1NS(=O)(=O)c1ccccc1 (configuration not stated)	i	i
CCOc1ccccc1N(CC(=O)NCC1CCCO1)C(=O)CCC(=O)Nc1ccccn1 (configuration not stated)	/	i
NC(=O)Cn1cnc2nc3n(c2c1=O)CCC3	i	i
CCOc1ccc(C(=O)NC(=S)Nc2cccc(NC(=O)c3ccco3)c2)cc1[N+](=O)[O-]	i	i
CCOCc1cn(CC(=O)c2ccc(Cl)cc2)c(C)nc1=N	i	i
CC(C)(C)n1ncc2c(=O)n(Cc3ccc(Cl)c(Cl)c3)cnc21	i	i
Cc1ccc2c(c1)C(SCC(=O)NCCc1ccccc1)CC1(CCCC1)O2 (configuration not stated)	i	i
CCn1c(C)cc(/C=C2\NC(=O)N(CC(=O)Nc3ccc(F)cc3)C2=O)c1C	i	i
CN(CC(=O)Nc1ccccc1C(F)(F)F)C(=O)c1cc2c(s1)CCCCC2	i	i
CCCCCCCCNC(=O)c1cccnc1SCC(=O)Nc1ccc(OC)cc1OC	i	i
CCOCCCNC(=O)c1ccc2c(c1)N(CC)C(=O)c1ccccc1S2=O (configuration not stated)	i	i
CCCSc1ccc2nc(NC(=O)OC)[nH]c2c1	i	i
CN(C)c1cc(N/N=C\c2ccccc2)nc(N(C)C)n1	i	i
O=C(CN1CCCN(Cc2ccc(F)cc2)S1(=O)=O)NC1CCCC1	i	i
Nc1cc(C(=O)OCC(=O)NNC(=O)c2ccccc2)ccc1Cl	i	i

As a short view, part of the list above.
SMILES	CHT inh	KCNQ2 inh
CC(C)(C)n1ncc2c(=O)n(Cc3ccc(Cl)c(Cl)c3)cnc21	i	i
Cc1ccc2c(c1)C(SCC(=O)NCCc1ccccc1)CC1(CCCC1)O2 (configuration not stated)	i	i

The results go on:
SMILES	CHT inh	KCNQ2 inh
NNC(=O)c1cc2cc(Oc3ccccc3)ccc2[nH]1	i	i
CCOC(=O)CC1C(=O)NC2CCCCC2N1C(=O)Nc1ccc(Cl)cc1 (configuration not stated)	i	i
CCOC(=O)C(c1ccccc1)N1CCN(c2ccc(OC)cc2)CC1 (configuration not stated)	i	i
CCCc1nc2cc3c(cc2[nH]1)n(C)c(=O)n3C	i	i
O=C(CCCCCN1C(=O)c2ccccc2C1=O)Nc1ccc2c(c1)OCCO2	i	i
NC(=O)c1ccc(NC(=O)COC(=O)/C=C/c2cccs2)cc1	i	i
COC(=O)c1cc2oc3ccccc3c2n1Cc1ccccn1	i	i
COc1ccc(OC)c(NC(=O)C2CCCCC2)c1	i	i
O=C(Cn1cnc2ccccc21)N1CCN(S(=O)(=O)c2ccccc2)CC1	i	i
CCOC(=O)[C@H]1[C@H]2COc3cc(OC)ccc3[C@@H]2N2C(=O)c3cc(F)c(F)cc3NC(=O)[C@@]12C	i	/
CCOc1ccccc1N1CC(C(=O)N(CC)CC(=O)Nc2ccc3c(c2)OCCO3)CC1=O (configuration not stated)	i	i
CCOC(=O)c1c(NC(=O)c2cccs2)sc(C(=O)N(C)C)c1C	i	i
N/C(=N\OC(=O)c1cc(Cl)ccc1Cl)c1ccccn1	i	i
CCc1nn(-c2ccccc2)c(N)c1C#N	i	i
COc1ccccc1C(=O)N1CCN=C1c1ccccc1	i	i
CC(/C=N/NC(=O)c1ccccc1F)c1ccccc1 (configuration not stated)	i	i
Cc1ccc(S(=O)(=O)N2CCN(C(=O)CN3CCCCC3)C2)cc1	i	i
COCc1c(C(=O)N/N=C/c2c[nH]c3ccccc23)nnn1-c1nonc1N	i	i
O=C1OC(c2ccccc2)=N/C1=C\C=C\c1ccccc1[N+](=O)[O-]	i	i
O=C(Oc1ccccc1OC(=O)N1CCOCC1)N1CCOCC1	i	i
Cc1nn2cc(-c3ccccc3)nc2s1	i	i
Fc1ccc(N/N=C2/CC(c3ccccc3)Oc3ccccc32)c(F)c1 (configuration not stated)	i	i
O=C1S/C(=C/c2ccccc2)C(=O)N1CC(O)Cn1c2ccccc2c2ccccc21 (configuration not stated)	i	i
